# G6PDH CS = L. mesenteroides G6PDH inhibition counter-screen; actives 0.12% (n = 200,000); Purified L. mesenteroides G6PDH, diaphorase/resazurin coupled fluorescence, 45 min; AID 1020; inhibition, % at 5 µM
# Diaphorase inh = diaphorase inhibition or chemical oxidation counter-screen. inhibition, % at 20 µM. actives 0.69% (n = 190,000). diaphorase resazurin-to-resorufin fluorescence, NADH, 16 min; bacterial (C. kluyveri) enzyme, not human;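 active = primary screen inhibition at 20 µM above a set limit, cut at about 50% in these data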;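 also: plate controls were DMSO with full reaction for no effect and wells lacking NADH for full effect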
#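 material = Clostridium kluyveri diaphorase enzyme | amount = 0.14 U/mL diaphorase, enzyme working solution | schedule = incubation 16 min, room temperature | detection = fluorescence of resorufin formed from resazurin, Ex 544/Em 590 nm | benchmarks = positive control minus NADH, DMSO neutral control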
# Diaph act CS = diaphorase activation or chemical reduction counter-screen | actives 0.005% (n = 190,000) | activation factor at 20 µM | Diaphorase/resazurin coupled assay, resorufin fluorescence, 16 min; hits give high values; 1 = vehicle wells, 0 = NADH-free wells | AID 1229;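 active = diaphorase activity raised at least twofold by the compound at 20 µM; inactive = activation factor below 2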
#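 Test system: Clostridium kluyveri diaphorase, purified enzyme; input: enzyme 0.07 U/mL final; buffer or medium: 50 mM HEPES pH 7.4 with 4.542 mM MgCl2, 0.005% Tween 20; also added: 0.114 mM NADH and 0.1 mM resazurin, final amounts; schedule: 16 min enzyme reaction, ambient temperature; technique: fluorescence of resorufin, 544 nm excitation, 590 nm emission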
# Hsp70 act = transcriptional activators of Hsp70; HeLa Hsp70 promoter luciferase reporter, luminescence; scaled: vehicle 0, proteasome-inhibitor control 100%; activation, % at 10 µM; actives 0.04% (n = 200,000);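 active = activation above the mean across all tested compounds plus 3 SD, cutoff set per campaign, cut at about 5.5% in these data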;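 also: 100% = MG132 at 30 µM as the positive control and 0% = DMSO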
# Lmaj promast = reduces viability of Leishmania major promastigotes. actives 9% (n = 200,000). inhibition, % at 10 µM. resazurin fluorescence viability;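 also: promastigotes grown with compound for 44 hours at 28 °C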
# PMI act hi M6P = activators of human phosphomannose isomerase at near-saturating mannose 6-phosphate. activation factor at 20 µM. AID 1216. actives 0.34% (n = 190,000). coupled PMI enzyme assay, resazurin fluorescence, 20 min; hits give high values; 1 = untreated enzyme, 0 = substrate-free blank. P34949;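 active = activation factor of 2 or more at 20 µM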
# Target sequence (P34949 whole entry, looked up): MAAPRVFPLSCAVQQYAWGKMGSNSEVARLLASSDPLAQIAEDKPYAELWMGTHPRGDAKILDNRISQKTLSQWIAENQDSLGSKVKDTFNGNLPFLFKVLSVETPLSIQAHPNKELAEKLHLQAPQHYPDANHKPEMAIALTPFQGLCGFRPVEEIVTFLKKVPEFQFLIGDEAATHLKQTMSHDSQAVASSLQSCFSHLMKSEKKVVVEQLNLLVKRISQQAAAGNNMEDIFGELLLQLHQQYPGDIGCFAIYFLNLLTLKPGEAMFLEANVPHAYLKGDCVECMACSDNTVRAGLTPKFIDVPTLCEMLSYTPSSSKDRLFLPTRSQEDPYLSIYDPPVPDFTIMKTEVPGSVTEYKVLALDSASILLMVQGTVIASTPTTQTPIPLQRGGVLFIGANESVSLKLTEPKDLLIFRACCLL
#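 Test system: human phosphomannose isomerase with PGI, G6PDH, diaphorase coupling enzymes; amount: 15 ng/mL PMI; incubation: enzyme reaction with compound 20 min at room temperature; technique: resorufin fluorescence (Ex 544/Em 590 nm) from resazurin via diaphorase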
# PMI activator = activators of human phosphomannose isomerase; purified human PMI, coupled resazurin fluorescence, 20 min; hits give high values; 1 = vehicle control, 0 substrate-free wells; actives 0.005% (n = 190,000); P34949; activation factor at 20 µM;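 active = activation factor of 2 or more at 20 µM, relative to plate controls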
# Redox H2O2 prof = compounds producing H2O2 with reducing agent – biochemical, NIH compound library profiling, artefact control for MLSCN library redox annotation, primary screen; DTT-dependent redox cycling H2O2, phenol red/HRP absorbance; 100% = 100 µM peroxide control, 0% = buffer; actives 0.03% (n = 200,000); AID 878; activation, % at 10 µM;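 active = activation of at least 50% relative to the plate's high and low controls in the primary single-dose screen; inactive = activation below 50%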;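 also: compound incubated with DTT at 0.8 mM final as the reducing agent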
# TLR4 MyD88 comp = blocks binding of human TLR4 to MyD88; AID 861; actives 0.18% (n = 200,000); O00206+Q99836; HeLa CL3-4 TLR4/MyD88 BLA complementation, FRET ratio; inhibition, % at 8.4 µM; in the data active = inhibition above about 25%;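 also: 0% = vehicle and 100% = reference inhibitor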
# RAM inhibit = blocks the yeast RAM network. S. cerevisiae dse1pr::URA3 reporter, 5-FOA growth OD615, 2 d; analog-sensitive cbk1-as2 kinase mutant strain. inhibition, % at 50 µM. actives 1.8% (n = 190,000);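 active = inhibition above a set limit, 3 SD over mean compound inhibition, cut at about 8.4% in these data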;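 also: 0% = DMSO-only wells with no growth and 100% = 10 µM 1-NA-PP1 full growth; inhibition rescues growth on 5-FOA so higher OD means more RAM inhibition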
# S1P3 antag = antagonists of human S1P3 receptor; Q99500; CHO S1P3 NFAT-BLA reporter, FRET fluorescence, antagonist mode; inhibition, % at 4.98 µM; actives 0.27% (n = 170,000); AID 485;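 active = inhibition above the plate cutoff, the mean inhibition of test wells on that plate plus 3 SD, cut at about 28% in these data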;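 also: cells challenged with S1P at its EC80 of 0.8 µM; blue over green emission ratio from cleaved BLA substrate after 4 h stimulation; 0% = S1P-stimulated wells and 100% = unstimulated DMSO-only wells; some compounds past the cut are filed as inactive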
# Target sequence (Q99500 whole entry, looked up): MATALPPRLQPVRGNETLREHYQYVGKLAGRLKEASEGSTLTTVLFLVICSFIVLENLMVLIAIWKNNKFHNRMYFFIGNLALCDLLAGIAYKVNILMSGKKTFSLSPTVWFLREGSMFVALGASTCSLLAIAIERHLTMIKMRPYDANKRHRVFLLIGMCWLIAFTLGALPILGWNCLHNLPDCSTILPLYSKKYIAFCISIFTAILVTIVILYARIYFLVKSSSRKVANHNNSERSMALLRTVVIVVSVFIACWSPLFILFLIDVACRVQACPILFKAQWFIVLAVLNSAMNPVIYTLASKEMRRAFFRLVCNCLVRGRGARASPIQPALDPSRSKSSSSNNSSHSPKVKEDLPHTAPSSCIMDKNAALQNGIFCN
# Numbers without * were called inactive; . = not tested or not shown. Rule as the data show it, unless noted: active = inhibition above about 50%; inactive = the rest.
# Order of values – G6PDH CS, Diaphorase inh, Diaph act CS, Hsp70 act, Lmaj promast, PMI act hi M6P, PMI activator, Redox H2O2 prof, TLR4 MyD88 comp, RAM inhibit, S1P3 antag
Cc1ccccc1CS(=O)(=O)c1nnc([C@H](Cc2ccccc2)NC(=O)OC(C)(C)C)o1
→ 7, 6, 0.9, 0.2, -5, 1, 1, 0.4, 8, 5.4, .
CCCCC(CC)CNS(=O)(=O)c1ccc2c(c1)CCN2C(=O)CCC(=O)O (stereo unspecified)
→ 10, -7, 1.1, 0.0, -8, 1.1, 1, 4.0, -6, 2.1, -25
CCCCn1c(=O)c(-c2ccccc2)c(O)c2ccccc21
→ 7, 8, 0.9, -0.3, -9, 1, 1, 2.3, -8, 1.1, -40
CCCCn1c(=O)c2c(O)cc(=O)oc2c2ccccc21
→ 5, 3, 1, -0.2, 2, 0.9, 1, 0.0, -10, 2.5, .
COc1cccc(NC(=O)CN(C)CC(=O)Nc2ccc3c(c2)CCC3)c1
→ 9, 1, 1, -0.3, 3, 1, 1, -0.2, 1, 1.2, -11
CN(C(=O)c1ccc(S(=O)(=O)c2cccc(Cl)c2)c([N+](=O)[O-])c1)C1CCCCC1
→ -12, 23, 0.8, -0.1, 100*, 0.9, 0.9, 0.6, 0, 5.3, -3
COC(=O)[C@@]1(Cc2ccc(F)cc2)[C@H]2c3cc(C(=O)N(C)C)n(CCc4ccc(OC)c(Br)c4)c3C[C@H]2CN1C(=O)c1ccccc1
→ 11, 26, 0.7, -0.1, 45, 1, 1, 1.7, -12, 8.7*, 4
N#CC(c1cccc(C(F)(F)F)c1)(c1ncc(C(F)(F)F)cc1Cl)N1CCOCC1 (stereo unspecified)
→ 4, 26, 0.7, -0.1, 96*, 0.9, 0.8, -6.8, -10, 0.3, .
CC1CCN(C(=O)CN(c2ccc(Cl)c(C(F)(F)F)c2)S(C)(=O)=O)CC1
→ 3, 18, 0.8, 0.2, 69*, 1, 0.9, 0.3, 7, 1.7, .
Cc1cc(NC(=O)CSc2nc3ccccc3c(=O)n2Cc2ccc(F)cc2)no1
→ 2, 2, 1, 0.0, -7, 1, 1, 2.7, -3, 4.5, 26
CC(C)(C)CC(C)(C)NC(=S)NC1CCN(Cc2ccccc2)CC1
→ 10, -2, 1, -0.3, 89*, 1, 0.9, 1.2, -14, 2.0, -4
CCOC(=O)C1=C(O)C(Nc2nccs2)(C(F)(F)F)N=C1C (stereo unspecified)
→ -2, -1, 1, -0.2, -4, 1, 1, 1.9, -4, 1.3, -40
COc1ccc(S(=O)(=O)N2CCN(C(=O)CCC3CCCC3)CC2)cc1
→ 5, 10, 0.9, -0.2, -5, 1, 0.9, 0.6, 10, 1.8, -8
CN1C(=O)NC(NS(=O)(=O)c2ccc(N)cc2)(C(F)(F)F)C1=O (stereo unspecified)
→ 3, 4, 1, -0.2, 5, 1, 1, -2.0, 0, 1.6, -9
CC(=O)OCCNc1cc(N2CCN(C)CC2)c2noc3c2c1C(=O)c1ccccc1-3
→ 22, 21, 0.8, -0.3, 17, 0.5, 0.9, 0.8, -7, 10*, -7
COc1ccc(-c2nnc(CSc3nc4ccccc4c(=O)n3C)o2)cc1OC
→ -2, 21, 0.8, 0.4, 18, 1, 0.9, -0.7, -4, 2.1, 11
COc1ccccc1/C=C/CN1CCCC(CCC(=O)NCc2ccccc2F)C1 (stereo unspecified)
→ 15, 9, 0.9, -0.3, 37, 0.9, 0.9, -1.1, -4, 4.2, -9
COc1ccc(C(=O)Nc2ccc(C(=O)OCC(=O)c3cccc4ccccc34)cc2)cc1
→ 4, -4, 1, -0.2, -5, 1, 0.9, 0.7, -18, 4.4, -5
NC(=S)c1ccc(C(N)=S)o1
→ 17, 27, 0.7, 0.3, -7, 1.3, 1.3, 1.2, 10, 1.5, -11
Oc1ccc(Br)cc1C=Nc1ccc2[nH]ncc2c1
→ 25, 39, 0.6, -0.3, -5, 0.4, 0.6, 0.8, 3, 0.9, -4
O=C(NCCCn1ccnc1)C(=O)NCC1OCCCN1S(=O)(=O)c1ccc(F)cc1 (stereo unspecified)
→ 0, 8, 0.9, 0.0, -8, 1, 1, -0.1, -6, -0.2, -13
COC(=O)c1ccc(S(=O)(=O)c2ccc(C(=O)OC)s2)s1
→ 6, 8, 0.9, 0.0, -8, 1, 1.2, 1.7, -3, 1.6, -49
CCN(CC)c1ccc(NC(=O)c2cc(OC)cc(OC)c2)c(C)c1
→ -17, 15, 0.9, 0.1, 7, 0.9, 0.9, -0.6, 15, -0.6, 3
Cc1cc(=O)n2nc(N3CCCC3C(=O)NCCCN3CC(C)CC(C)C3)sc2n1 (stereo unspecified)
→ -1, 12, 0.9, -0.2, -6, 0.9, 0.8, -2.5, 6, -0.5, -8
CCCCN(C(=S)NC(=O)c1ccccc1)c1c(N)n(Cc2ccccc2)c(=O)[nH]c1=O
→ 10, 4, 1, -0.5, 1, 1, 0.8, 0.9, -13, 1.1, 6
CC12CN(NC(=O)c3ccccc3F)C3(C#N)CC1CCC23C (stereo unspecified)
→ 2, 1, 1, -0.2, -2, 1, 1, -0.7, -4, 0.3, -4
CC1CC1c1ccc(/C=C(\C#N)C(=O)Nc2ccc(Cl)cc2Cl)o1 (stereo unspecified)
→ -22, 11, 0.9, -0.4, -4, 1, 0.9, 0.6, 3, -0.2, -2
COCC(=O)N(Cc1ccccc1)c1ccccn1
→ -2, 22, 0.8, 0.9, -7, 0.9, 0.8, 0.8, -2, 0.2, .
Cc1cnc(C(=O)OCC(=O)Nc2ccc(Oc3ccccc3)cc2)cn1
→ -7, -4, 1, -0.1, -3, 1.2, 1.1, 2.7, -2, 0.7, -12
CN(C)S(=O)(=O)N1CCN(c2ccc(Cl)cc2)CC1
→ 4, 5, 0.9, -0.2, -12, 1, 0.9, -0.9, -7, 1.3, -10

# 5 entries already listed, arranged by SMILES length, falling:
# Order of values – G6PDH CS, Diaphorase inh, Diaph act CS, Hsp70 act, Lmaj promast, PMI act hi M6P, PMI activator, Redox H2O2 prof, TLR4 MyD88 comp, RAM inhibit, S1P3 antag
Cc1ccccc1CS(=O)(=O)c1nnc([C@H](Cc2ccccc2)NC(=O)OC(C)(C)C)o1
→ 7, 6, 0.9, 0.2, -5, 1, 1, 0.4, 8, 5.4, .
Cc1cc(=O)n2nc(N3CCCC3C(=O)NCCCN3CC(C)CC(C)C3)sc2n1 (stereo unspecified)
→ -1, 12, 0.9, -0.2, -6, 0.9, 0.8, -2.5, 6, -0.5, -8
COc1cccc(NC(=O)CN(C)CC(=O)Nc2ccc3c(c2)CCC3)c1
→ 9, 1, 1, -0.3, 3, 1, 1, -0.2, 1, 1.2, -11
CCCCn1c(=O)c2c(O)cc(=O)oc2c2ccccc21
→ 5, 3, 1, -0.2, 2, 0.9, 1, 0.0, -10, 2.5, .
COCC(=O)N(Cc1ccccc1)c1ccccn1
→ -2, 22, 0.8, 0.9, -7, 0.9, 0.8, 0.8, -2, 0.2, .

# The list goes on.
# Order of values – G6PDH CS, Diaphorase inh, Diaph act CS, Hsp70 act, Lmaj promast, PMI act hi M6P, PMI activator, Redox H2O2 prof, TLR4 MyD88 comp, RAM inhibit, S1P3 antag
CCOC(=O)c1sc(NC(=O)CCC(=O)O)nc1C
→ 3, 4, 1, 0.1, 1, 1, 1, -1.4, -1, -0.4, -20
CCn1c(COc2ccccc2OC)nnc1SCC#N
→ 0, 2, 1, 0.0, 1, 1, 0.9, -0.5, -8, -0.6, -12
COc1cc(C(=O)OCC(=O)Nc2ccc3c(c2)OC(F)(F)O3)ccc1OCc1c(C)noc1C
→ 5, 15, 0.8, -0.2, -5, 1, 0.9, -0.4, 5, 1.9, .
O=C(NCc1ccc2c(c1)OCO2)C1CCCN1C(=O)Nc1cccc(F)c1 (stereo unspecified)
→ 1, 7, 0.9, 0.0, 1, 1, 1, 0.9, 4, 2.0, .
O=C(NCc1ccco1)c1ccc2c(c1)N(Cc1ccccc1)C(=O)CS2=O (stereo unspecified)
→ 2, 4, 1, -0.2, -4, 1.1, 1.1, -0.7, 0, 1.8, -24
CCOc1cccc(NC(=O)Cn2nc(-c3ccc4c(c3)OCCO4)ccc2=O)c1
→ 4, 4, 1, -0.5, -3, 1, 1.1, -0.4, 0, 2.9, .
CC(C)NC(=O)Cn1cc(C#N)c2cc(Br)ccc21
→ -4, 11, 0.9, -0.4, -7, 1, 0.8, 1.1, 2, 2.4, -7
O=C(NC(=O)c1ccccc1)NC1(C(F)(F)F)OCCO1
→ -3, 0, 1, -0.3, 3, 1.1, 1.1, -1.2, 6, -0.8, -6
Cc1ccn2c(NC3CCCC3)c(-c3ccsc3)nc2c1
→ -5, 25, 0.7, 0.4, 16, 0.7, 0.8, -0.2, 3, 1.4, 4
Fc1ccccc1N1CCN(C(c2cccs2)c2nnnn2CCc2ccccc2)CC1 (stereo unspecified)
→ 13, 22, 0.8, -0.4, 48, 1, 1, 0.8, 1, 5.8, 6
CS(=O)(=O)N(CC(=O)NCCC1=CCCCC1)c1cccc([N+](=O)[O-])c1
→ 0, 8, 0.9, 0.1, 6, 1, 1, 0.5, 8, 0.2, -37
CC(C)CCC(C)NC(=O)c1ccc2nccnc2c1 (stereo unspecified)
→ 17, 0, 1, 0.1, 11, 0.9, 1.1, -0.4, -11, 1.8, 1
CCOCCCNC(=O)c1cc(=O)n(Cc2cccc(C)c2)c2ccccc12
→ 4, 0, 1, -0.2, 22, 1.1, 1.1, 0.0, 0, 12*, -13
O=C(CSc1nc2ccccc2[nH]1)N1CCN(c2ccc(F)cc2)CC1
→ 11, 11, 0.9, -0.1, 58*, 1, 1, 3.6, 9, -0.4, -13
COc1cc(/C=N/Nc2ccccn2)ccc1OCC(C)C
→ -2, -2, 1, 0.0, 17, 1, 1.1, 0.3, 9, 1.0, -10
Cc1cccc(NC(=O)c2ccc(C3SCC(=O)N3CCc3ccccc3)cc2)c1 (stereo unspecified)
→ -9, 22, 0.8, -0.2, 96*, 0.8, 0.8, -0.2, 3, 7.3, 19
CCOC(=O)Cn1nnnc1C(CC)N(Cc1cc2c(C)cc(C)cc2[nH]c1=O)C1CCCC1 (stereo unspecified)
→ -1, 20, 0.8, ., ., 1, 1, ., ., ., 25
Cc1cc(COc2ccccc2OCCN2CCN(C)CC2)no1
→ 1, 6, 0.9, -0.3, 3, 1, 1, 0.4, 5, 1.1, .
COc1cccc(N2C(=O)N(c3ccccc3)C3CS(=O)(=O)CC32)c1 (stereo unspecified)
→ -1, 20, 0.8, -0.1, 8, 1.1, 1.1, 2.3, -15, 1.4, 15

# Rows were taken by chance; about 12% have a hit in one of these screens.
